Source: PubChem BioAssay
Growth percent in the NCI-60 one-dose screen (48 h, 10 µM unless noted): 100 = growth as untreated, 0 = no growth, -100 = all killed.
PC-3 – PC-3 prostate cancer cells | actives 3.9% (n = 80,000)
DU-145 – DU-145 prostate cancer; actives 4.2% (n = 81,000)
KM12 – KM12 colon cancer cells. actives 5% (n = 82,000). AID 1794800
HCC-2998 – HCC-2998 colon cancer; actives 4.7% (n = 79,000)
OVCAR-3 – OVCAR-3 ovarian cancer. actives 7% (n = 79,000)
OVCAR-5 – OVCAR-5 ovarian cancer; actives 2.9% (n = 82,000)
OVCAR-4 – OVCAR-4 ovarian cancer cells | actives 3.7% (n = 80,000) | AID 1794784
OVCAR-8 – OVCAR-8 ovarian cancer | actives 4.4% (n = 81,000)
SW-620 – SW-620 colon cancer; actives 5.2% (n = 82,000)
Numbers without * were called inactive; . = not tested or not shown; & = joins results of further samples; [ ] = dose if it differs, or a comment. Rule for the calls: active = growth percent below 10; inactive = the rest.

nr	molecule	OVCAR-4	KM12	HCC-2998	PC-3	DU-145	OVCAR-3	OVCAR-5	SW-620	OVCAR-8
1	O=c1[nH]c2cc(O)ccc2n2cc3c(F)cccc3c12	.	34.7	.	46.4	33.9	30.3	43.8	18.7	24.6
2	Cn1c(=O)[nH]c2c(c1=O)CCO2	91.5	97.9	104.9	95.6	100.5	104.2	89.3	96.3	98.9
3	COc1ccc(-n2nnc3c4nc(-c5ccc(Cl)cc5)oc(=O)c4c(C)nc32)cc1	103.3	105.3	113.2	97.3	111.5	108.3	108.6	102.2	103.6
4	COc1ccc(C(=S)N2CCN(c3cccc(Cl)c3)CC2)cc1	99.1	104.2	.	.	121.4	112.1	98.5	100.6	100.5
5	CN(C)C(=S)SC(=S)N(C)C	32.9&72.9	97.3&109.6	107.4&96.7	89.6&93.1	103.6&108.3	96.2&98.8	108.2&105.8	96.0&102.3	96.6&106.5
6	C#CC[C@@H]1C[C@]2(C)[C@H]3CC[C@@H]4[C@H]5[C@H](C(=C)C)CC[C@]5(C(=O)O)CC[C@@]4(C)[C@]3(C)CC[C@H]2C(C)(C)[C@H]1O	-18.7*	24.8	64.7	4.8*	57.4	-33.5*	95.7	33.1	45.8
7	CCOC(=O)C1=C(C)NC(C)=C(C(=O)OCC)C1c1ccccc1Cl	79.6	99.4	116.6	57.4	119.9	121.2	90.5	106.4	85.4
8	CCN(CC)C(=O)C(c1ccccc1)C(O)(c1ccccc1)c1ccccc1 (stereo not drawn)	113.6	91.2	103.1	71.4	97.1	101.9	103.3	102.6	105.3
9	COc1ccc(/C(=C\c2ccc3c(c2)OCO3)C(=O)Nc2nc3ccc(F)cc3s2)cc1OC	93.8	96.3	109.1	88.2	98.2	90.7	103.5	103.7	109.7
10	c1ccc2cc(OCCOCCOc3ccc4ccccc4c3)ccc2c1	110.3	120.4	99.2	101.3	105.4	107.0	108.1	99.5	106.6

A draw from above in order of count of non-hydrogen atoms, ascending.
nr	molecule	OVCAR-4	KM12	HCC-2998	PC-3	DU-145	OVCAR-3	OVCAR-5	SW-620	OVCAR-8
1	O=c1[nH]c2cc(O)ccc2n2cc3c(F)cccc3c12	.	34.7	.	46.4	33.9	30.3	43.8	18.7	24.6
7	CCOC(=O)C1=C(C)NC(C)=C(C(=O)OCC)C1c1ccccc1Cl	79.6	99.4	116.6	57.4	119.9	121.2	90.5	106.4	85.4
8	CCN(CC)C(=O)C(c1ccccc1)C(O)(c1ccccc1)c1ccccc1 (stereo not drawn)	113.6	91.2	103.1	71.4	97.1	101.9	103.3	102.6	105.3

The main list resumes, starting two compounds before the break.
nr	molecule	OVCAR-4	KM12	HCC-2998	PC-3	DU-145	OVCAR-3	OVCAR-5	SW-620	OVCAR-8
9	COc1ccc(/C(=C\c2ccc3c(c2)OCO3)C(=O)Nc2nc3ccc(F)cc3s2)cc1OC	93.8	96.3	109.1	88.2	98.2	90.7	103.5	103.7	109.7
10	c1ccc2cc(OCCOCCOc3ccc4ccccc4c3)ccc2c1	110.3	120.4	99.2	101.3	105.4	107.0	108.1	99.5	106.6
11	Cc1ccccc1-c1cc(Cc2ccccc2O)c(=O)[nH]n1	105.6	98.1	123.6	.	124.6	100.1	117.9	116.3	91.8
12	Cc1cccc(-c2cc(O)c(C(=O)Nc3ccccc3)s2)c1	91.3	88.6	100.8	87.0	112.8	101.3	96.7	100.6	101.1
13	c1cc(-c2nc3ccccc3n3cccc23)cc(-c2nc3ccccc3n3cccc23)c1	77.0	102.5	113.6	90.3	111.5	117.3	99.9	107.2	109.7
14	O=C(c1ccc(Cl)cc1)C(Nc1ccccc1)c1ccc(Cl)cc1 (stereo not drawn)	94.0	90.3	103.3	73.2	100.3	96.0	94.2	95.0	88.7
15	O=C1OC(=O)C2C3C=CC(C3)C12 (stereo not drawn)	110.7&116.6&96.9	106.7&106.6&111.3	116.9&75.7&109.2	97.8&111.2&92.5	111.3&116.7&113.5	110.6&130.7&118.2	107.9&96.8&102.4	106.9&105.8&100.4	102.2&99.2&89.4
16	O=C(O)c1ccc(-c2nn(-c3ccc(C(=O)O)cc3)cc2/C=N/Nc2ccccc2F)cc1	86.7	61.9	88.8	72.8	93.3	90.2	94.3	77.1	74.9
17	C=C(C)CSC(=S)NNc1ccccc1	87.2	101.7	126.2	95.0	111.2	105.6	109.6	96.6	98.3
18	COc1cccc(C(=O)Nc2ccc(-c3nc4ccccc4[nH]3)cc2)c1	90.3	94.6	79.2	82.3	99.8	93.2	83.6	100.2	91.8
19	CCOc1ccc(-c2nc(NC(=O)c3cccc(S(C)(=O)=O)c3)sc2C)cc1	.	95.8	108.9	89.8	108.7	87.1	107.4	102.7	97.0
20	CCOC(=O)c1ccccc1C(=O)c1ccccc1	110.5	116.8	111.2	98.0	119.7	123.9	81.0	115.5	109.4
21	O=C(O)C(=O)c1ccc(O)cc1O	105.7	94.8	.	95.3	109.8	101.4	90.3	103.1	110.2
22	N#Cc1cc(C#N)nc(Cl)n1	.	100.1	105.9	90.1	110.5	110.6	96.0	101.9	97.9
23	O=C(O)CCCC(=O)O	84.3	92.4	102.9	95.1	99.8	102.5	103.7	93.1	99.4
24	CC1=NC=N/C1=C\c1sc(=S)n(CC(=O)O)c1O	106.1	105.8	103.9	110.1	117.1	122.4	102.7	105.4	102.9
25	C[n+]1cccc(C(=O)NN)c1	108.2	104.9	108.6	91.2	110.1	107.1	102.2	103.9	97.0
26	Cc1ncc(C(O)c2ccc(N(C)C)cc2)n1Cc1ccccc1 (stereo not drawn)	.	105.6	108.1	97.5	115.2	105.9	106.6	99.8	98.3
27	Cc1nc2c(=O)[nH]c(SCC(=O)Nc3cccc(Cl)c3)nc2[nH]c1=O	104.4	100.7	102.7	101.3	110.0	106.6	106.1	105.8	105.7
28	Cc1ccc2cccnc2c1NCCCCCNC(C)C	96.6	102.6	98.0	86.6	104.0	103.1	95.6	95.2	92.8
29	O=c1[nH]c(C(F)(F)C(F)(F)C(F)(F)F)no1	111.5	115.7	106.7	100.3	113.4	114.8	109.0	104.4	107.2
30	CC(C)C(NC(=O)[C@H](C(C)C)N1C(=O)c2ccccc2C1=O)C(=O)O (stereo partly drawn)	101.3	106.6	110.7	84.6	100.1	111.0	104.5	106.3	105.2
31	CC(=O)NC(C)c1ccccc1 (stereo not drawn)	106.6	101.4	102.6	96.1	107.1	109.3	91.5	99.2	85.1
32	COc1ccc(-c2ccc(-c3ccccc3N)c3[nH]c4ccccc4c23)cc1	80.3	65.2	99.1	59.1	83.2	75.6	121.1	83.8	82.3
33	O=C(CSc1nnc(COc2cnc3ccccc3n2)o1)Nc1cccc(Cl)c1	98.8	102.8	100.4	90.1	105.5	115.0	98.5	97.9	103.4
34	Cc1cc(O)c(C2=NN(c3ccc(S(N)(=O)=O)cc3)C(/C=C/c3ccccc3)C2)cc1Cl (stereo not drawn)	34.6	57.6	50.5	32.6	36.4	29.7	51.0	51.9	38.6
35	CC(=O)/C=C/C1=C(C)CCCC1(C)C	95.7	106.5	109.8	98.9	110.5	111.1	101.9	107.1	109.3
36	C=CCOc1ccccc1/C=N/N=C1\SCC(=O)N1c1c(C)n(C)n(-c2ccccc2)c1=O	112.2	106.2	115.2	100.6	107.5	106.1	105.9	99.2	97.4
37	COC(=O)CCOc1ccccc1	92.8	101.9	91.0	85.3	110.1	97.0	112.8	106.6	91.1
38	Cc1c(C(N)=O)sc2c1c(=O)n(Cc1ccccc1)c1nnc(Nc3ccccc3)n21	116.6	93.6	109.6	96.9	89.3	115.3	103.9	108.2	89.2
39	CC(=O)Oc1ccc(/C=C/C(=O)O)cc1	114.2	101.9	94.2	87.3	104.5	106.3	116.5	101.6	103.6
40	Nc1ccc(C(=O)O)cc1N	85.6	115.1	91.7	69.5	112.2	210.2	105.4	111.4	91.5

Excerpt: compounds 36 to 38
nr	molecule	OVCAR-4	KM12	HCC-2998	PC-3	DU-145	OVCAR-3	OVCAR-5	SW-620	OVCAR-8
36	C=CCOc1ccccc1/C=N/N=C1\SCC(=O)N1c1c(C)n(C)n(-c2ccccc2)c1=O	112.2	106.2	115.2	100.6	107.5	106.1	105.9	99.2	97.4
37	COC(=O)CCOc1ccccc1	92.8	101.9	91.0	85.3	110.1	97.0	112.8	106.6	91.1
38	Cc1c(C(N)=O)sc2c1c(=O)n(Cc1ccccc1)c1nnc(Nc3ccccc3)n21	116.6	93.6	109.6	96.9	89.3	115.3	103.9	108.2	89.2

Next part:
nr	molecule	OVCAR-4	KM12	HCC-2998	PC-3	DU-145	OVCAR-3	OVCAR-5	SW-620	OVCAR-8
41	CC(=O)OC[C@]12CC[C@@H]([C@@H](C)C(N)=O)[C@@H]1[C@H]1CC[C@@H]3[C@@]4(C)CC[C@H](OC(C)=O)C(C)(C)[C@@H]4CC[C@@]3(C)[C@]1(C)CC2	.	-62.1*[100 µM]	-68.1*[100 µM]	-47.4*[100 µM]	-69.9*[100 µM]	-76.2*[100 µM]	-77.4*[100 µM]	-55.1*[100 µM]	-31.7*[100 µM]
42	COc1ccc2nc(SCC(=O)Nc3ccccc3)[nH]c2c1	91.0	90.1	91.8	66.9	99.6	95.3	86.7	100.2	83.3
43	Cn1ncc2c1NC(=O)CC2c1cccnc1 (stereo not drawn)	115.2	101.9	109.3	98.7	109.6	101.9	98.7	103.8	101.7
44	COc1ccc(C#N)cc1OC	114.1	119.6	101.5	97.6	126.9	131.4	108.8	102.4	103.1
45	Cc1cc(NC(=O)Nc2cccc(Cl)c2Cl)ccc1-n1ccc2c(NC(=O)c3ccccc3)nccc21	101.4	113.6	111.9	104.2	120.4	117.5	104.4	109.1	104.9
46	O=C(NCc1ccc(Cl)cc1Cl)C1CCC(=O)N1C(=O)NCc1ccc(Cl)cc1Cl (stereo not drawn)	106.2	95.5	98.6	86.9	115.3	110.9	102.4	110.5	110.7
47	COc1ccc(NCc2ccc(CO)n2-c2ccc(OC)cc2)cc1	98.0	104.4	118.4	91.0	110.9	108.7	101.3	102.4	102.1
48	Cc1cc2c(C(C)C)c(O)c(O)c(C(=O)C(=O)NCc3ccccc3)c2c(O)c1-c1c(C)cc2c(C(C)C)c(O)c(O)c(C(=O)C(=O)NCc3ccccc3)c2c1O	72.3	66.6	104.8	75.3	94.0	83.2	88.6	94.6	71.9
49	CCOC(=O)/C=C/c1sc(-c2ccccc2)cc1N	90.1	99.1	93.5	95.5	98.0	101.2	95.6	97.4	94.6
50	CC(=O)Oc1ccc2c(c1)Oc1cc(OC(C)=O)ccc1C21OC(=O)c2ccccc21	102.8	124.0	105.6	70.2	125.7	118.7	110.3	97.6	.
51	CC(C)CC(=O)/C=C\c1ccco1	102.9	102.9	110.3	98.1	106.1	112.9	108.6	106.2	102.9
52	COc1cc(-c2cc(/C=C3\C(=O)Nc4ccc(Cl)cc43)[nH]n2)cc(OC)c1OC	17.0	7.2*	73.2	-13.2*	.	34.2	68.4	27.3	7.6*
53	COc1ccc(Cl)cc1Nc1nc(C(F)(F)F)ccc1C(=O)N/N=C/c1cccnc1	29.7	59.5	53.6	43.7	53.7	29.3	57.0	47.5	42.0
54	COc1ccc2c(c1)/C(=C\c1cn(C)c3ccccc13)C(=O)N2	88.3	23.0	90.7	97.4	107.8	105.3	128.7	104.1	101.5
55	Clc1ccc(/C=N\N=c2\scc(-c3ccc(Cl)cc3)n2/N=C/c2ccc(Cl)cc2)cc1	114.1	104.6	103.5	102.1	105.4	114.3	105.4	99.9	99.5
56	Clc1ccnc(Cl)n1	109.2	102.2	105.8	96.2	107.6	108.0	105.4	100.7	101.1

Taken from above.
Clc1ccnc(Cl)n1 in KM12 shows 102.2
COc1ccc(Cl)cc1Nc1nc(C(F)(F)F)ccc1C(=O)N/N=C/c1cccnc1 in HCC-2998 shows 53.6
